A350 fluor: qHTS Assay for Spectroscopic Profiling in A350 Spectral Region; AID 590, 2007; Compound autofluorescence, 340/450 nm, Alexa 350 dye-equivalents; active compounds read high; max dye-equivalent concentration, M; 11% of 59,000 active; in the data active means max dye-equivalent concentration above about 10 nM; inconclusive means mostly about 1.1 nM to 9.6 nM
CRE-bla Fsk: Cell signaling CRE-BLA (Fsk stim) | AID 662, 2007 | 2.5% of 71,000 active | CHO CRE-bla reporter (cAMP response element driving beta-lactamase), forskolin EC10, beta-lactamase ratio | Potency, µM (top dose mostly 38.2 µM), for inactives: at the highest dose activity change, negative = inhibition, most hits filed as activators; active means well fitted activation curve with a large enough effect in the signal ratio, with a control signal flat, not every such curve was filed as active; inconclusive means small, poorly fitted or top-dose-only effect, or effect the other way, or a change in a side signal; the % refers to the signal ratio; further: potency means the concentration at half of the fitted maximal effect; % of control where 0% means no effect
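Reporter-gene assay: CHO cells with beta-lactamase behind cAMP responsive elements, co-treated with compound and EC10 NKH 477 for 3 hours at 37 degrees Celsius. Activity came from the 460/530 nm CCF4 emission ratio.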
FLuc inh: qHTS Assay for Inhibitors of Firefly Luciferase; Luciferin 4-monooxygenase (Photinus pyralis), P08659; purified firefly luciferase, luminescence, 8 min; Potency, µM (doses to about 57.1 µM), inactives show at the highest dose activity change, negative = inhibition, actives largely listed as inhibitors; 2.2% of 72,000 active; AID 411, 2009; further: potency means the concentration at half of the fitted maximal effect; on the % scale 0 is the no-effect control and ±100 the full control effect; nearly all actives have a fitted effect of over 40% in size
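Titration-based qHTS; buffer 50 mM imidazole pH 7.2, 50 mM KCl, 7 mM MgCl2, 10 uM ATP, 0.01% Tween 20, 0.05% BSA; luciferase/luciferin detector mix added after compound; 8 min, ambient; luminescence.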
BRCT PPI red: qHTS Assay for Inhibitors of BRCT-Phosphoprotein Interaction (Red Fluorophore). 0.03% of 75,000 active. Potency, µM (series often up to 76.9 µM), for the others: top-dose activity change, negative = inhibition, most hits filed as inhibitors. Breast cancer type 1 susceptibility protein (Homo sapiens), P38398. BRCT-phosphopeptide binding, red fluorescence polarization. AID 892, 2007; further: on the % scale 0 is the no-effect control and ±100 the full control effect
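Fluorescence polarization: 100 nM His-tagged BRCA1 BRCT with 100 nM TAMRA-labelled phospho-BACH1 decapeptide, phosphate buffer pH 7.3 with 150 mM NaCl, DTT, 0.01% Tween 20; 12 min RT. Binding inhibition seen as FP decrease.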
USP2a inhib: qHTS Assay for Inhibitors of Ubiquitin-specific Protease USP2a. Ubiquitin carboxyl-terminal hydrolase 2 (Homo sapiens), O75604. USP2a enzymatic assay, qHTS inhibition. Potency, µM (top dose mostly 38.3 µM), without a hit: at the top dose activity change, negative = inhibition, hits mostly inhibitors. 0.1% of 60,000 active. AID 927, 2007;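 further: potency means the concentration at half of the fitted maximal effect; nearly all actives have a fitted effect of over 60% in size; plate controls were DMSO for no effect and NEM full inhibition control for full effect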
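Inhibition is measured in a cell-free coupled assay with 20 nM USP2 core, 20 nM Ub-PLA2 and 20 uM NBD C6-HPC, 2.5 h incubation. Activity normalized to NEM control.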
Tau filament bind: qHTS Assay for Tau Filament Binding; recombinant tau filaments, thioflavin S fluorescence, 15 h; filaments grown with octadecylsulfate alongside compound; Potency, µM (highest dose often 57.1 µM), without a hit: at the highest dose activity change, negative = inhibition; 2% of 71,000 active;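 further: potency means the concentration at half of the fitted maximal effect; on the % scale 0 is the no-effect control and ±100 the full control effect; actives lower thioflavin S fluorescence by blocking filaments or displacing dye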
Target sequence (P10636 whole entry, looked up): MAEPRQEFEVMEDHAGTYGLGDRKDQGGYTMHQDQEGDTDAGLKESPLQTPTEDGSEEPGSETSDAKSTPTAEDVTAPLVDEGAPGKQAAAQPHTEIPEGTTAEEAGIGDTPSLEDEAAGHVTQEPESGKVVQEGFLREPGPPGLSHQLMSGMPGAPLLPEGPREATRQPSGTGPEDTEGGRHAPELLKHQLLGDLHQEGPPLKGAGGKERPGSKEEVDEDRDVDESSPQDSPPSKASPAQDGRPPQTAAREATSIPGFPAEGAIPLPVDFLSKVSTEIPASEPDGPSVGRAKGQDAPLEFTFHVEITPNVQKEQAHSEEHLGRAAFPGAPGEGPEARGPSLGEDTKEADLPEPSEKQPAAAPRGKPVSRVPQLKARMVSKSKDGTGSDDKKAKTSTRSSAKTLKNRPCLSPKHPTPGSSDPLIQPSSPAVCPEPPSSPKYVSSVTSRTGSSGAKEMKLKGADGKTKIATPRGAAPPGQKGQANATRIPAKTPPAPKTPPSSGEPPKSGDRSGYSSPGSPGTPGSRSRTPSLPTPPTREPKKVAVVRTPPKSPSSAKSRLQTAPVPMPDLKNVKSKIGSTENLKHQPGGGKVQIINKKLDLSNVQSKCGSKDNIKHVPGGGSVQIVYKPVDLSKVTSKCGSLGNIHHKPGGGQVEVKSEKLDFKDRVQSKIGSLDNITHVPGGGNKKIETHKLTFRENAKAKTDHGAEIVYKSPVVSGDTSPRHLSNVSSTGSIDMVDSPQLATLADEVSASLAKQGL
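Read-out: ThS fluorescence, 450 nm excitation/510 nm emission; lower signal marks blocked filament formation or displaced dye. Tau at 1 uM with 30 uM ODS, 10 uM ThS, 5 mM DTT, 100 mM NaCl, 10 mM HEPES pH 7.4; 15 h, 37 C.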
Casp1 inh: qHTS Assay for Allosteric/Competitive Inhibitors of Caspase-1 | Caspase-1 enzyme, Ac-WEHD-AFC fluorogenic rate | Potency, µM (series often up to 57.5 µM), for the others: at the top dose activity change, negative = inhibition, usual class: inhibitors | 0.03% of 75,000 active | AID 900, 2007;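 further: potency means the concentration at half of the fitted maximal effect; plate controls were vehicle for no effect and no substrate for full effect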
Target sequence (P29466 120-297 limits assumed): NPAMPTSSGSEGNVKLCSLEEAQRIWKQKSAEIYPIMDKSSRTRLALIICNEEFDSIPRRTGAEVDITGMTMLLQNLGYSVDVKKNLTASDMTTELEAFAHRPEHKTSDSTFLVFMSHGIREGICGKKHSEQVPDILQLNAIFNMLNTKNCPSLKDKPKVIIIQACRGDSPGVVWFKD
Target sequence (P29466 317-404 limits assumed): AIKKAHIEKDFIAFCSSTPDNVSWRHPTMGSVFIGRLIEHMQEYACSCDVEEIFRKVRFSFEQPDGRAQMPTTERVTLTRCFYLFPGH
Casp7 inh: qHTS Assay for Allosteric/Competitive Inhibitors of Caspase-7. recombinant caspase-7, Ac-DEVD-AFC fluorescence rate. AID 889, 2007. P55210. 0.02% of 75,000 active. Potency, µM (highest dose often 57.5 µM), for inactives: top-dose activity change, negative = inhibition, hits mostly inhibitors; active means well fitted inhibition curve with a large enough effect in the main read-out, with a control signal flat, not every such curve was filed as active; inconclusive means small, poorly fitted or top-dose-only effect, or a change in a side signal; further: potency means the concentration at half of the fitted maximal effect; % of control where 0% means no effect
HEK293 cAMP cs: qHTS Assay for Agonists of the Thyroid Stimulating Hormone Receptor: Activators of Intracellular cAMP Concentrations in Parental HEK 293 | 2.5% of 73,000 active | Potency, µM (top dose mostly 57.1 µM), for inactives: top-dose activation, hits mostly activators | parental HEK293 CNG cAMP sensor, membrane potential fluorescence; further: potency means the concentration at half of the fitted maximal effect; % of control where 0% means no effect; nearly all actives have a fitted effect of over 55% in size
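Parental HEK 293 cells stably expressing a modified CNG channel (no TSHR) report cAMP rise as membrane depolarization. Membrane potential dye with 100 uM RO 20-1724 was loaded for 60 min at room temperature, then compound added for 30 min; fluorescence read at 590 nm.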
BRCT PPI green: qHTS Assay for Inhibitors of BRCT-Phosphoprotein Interaction (Green Fluorophore); 0.05% of 75,000 active; BRCA1 BRCT-phosphopeptide binding, green fluorescence polarization; AID 875, 2007; Potency, µM (series often up to 76.9 µM), for inactives: at the highest dose activity change, negative = inhibition, most hits filed as inhibitors; Breast cancer type 1 susceptibility protein (Homo sapiens), P38398;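 further: potency means the concentration at half of the fitted maximal effect; plate controls were peptide without protein for full effect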
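Fluorescence polarization: His-tagged BRCT (~35 kDa BRCA1 C-terminus, 250 nM) bound to 100 nM fluorescein-labeled phosphorylated 10-aa BACH1 peptide, pH 7.3 phosphate buffer with DTT and Tween 20. Compounds incubated 12 min at room temperature; inhibition read as lowered polarization.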
ERK AVP inh: qHTS Assay for Inhibitors of the ERK Signaling Pathway using a Homogeneous Screening Assay; HEK293-V1b, vasopressin-stimulated pERK AlphaScreen; Potency, µM (doses to about 57.5 µM), for inactives: at the highest dose activity, negative = inhibition, usual class: inhibitors; 0.99% of 72,000 active; further: potency means the concentration at half of the fitted maximal effect; on the % scale 0 is the no-effect control and ±100 the full control effect; nearly all actives have a fitted effect of over 55% in size
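HEK293 cells stably expressing V1b receptor, preincubated 30 min at 37 °C with compound, then stimulated 5 min with 25 nM vasopressin. Phospho-ERK by AlphaScreen SureFire after 5 h RT; normalized to DMSO and vasopressin; AC50 by Hill fit.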
An asterisk follows results filed as active; i = inactive; ? = inconclusive; . = no result given; [ ] = another dose, or the depositor's remark. Unless noted, the call rests on the fitted dose curve; in most records, active means well fitted curve in the direction sought with a large enough effect; inconclusive means small, poorly fitted or top-dose-only effect, or another doubt; inactive means no such curve, though single readings can be large; an effect the other way counts as inactive or inconclusive.

Order of values – CRE-bla Fsk	ERK AVP inh	USP2a inhib	BRCT PPI red	Tau filament bind	A350 fluor	Casp1 inh	FLuc inh	HEK293 cAMP cs	BRCT PPI green	Casp7 inh
- COc1ccc(C2=NOC(Cn3c(Cc4ccc(Cl)cc4)nc4c3c(=O)n(C)c(=O)n4C)C2)cc1 (stereo unspecified)
  15%	?	53%[activator]	-1.1%	16%	3.3e-08M*	-5%	1%	14%	1.2%	-1%
- COc1ccc(-c2noc(CCC(=O)Nc3ccc4c(c3)OCCO4)n2)cc1
  ?	-28%	4%	0.7%	0%	i	0%	-14%	?	3.4%	-2%
- CN(C)CCOC(=O)c1ccc(N)cc1
  9%[7.6 µM]	-6%[11.5 µM]	.	0.7%[15.4 µM]	-5%[11.4 µM]	i	-1%[11.5 µM]	0%[11.4 µM]	5%[11.4 µM]	0.1%[15.4 µM]	1%[11.5 µM]
- COC(=O)[C@H](C)NC(=O)Nc1ccc(Oc2ccccc2)cc1
  22%	25µM*	-10%	-1.7%	12%	i	1%	0%	-2%	-1.7%	0%
- O=C(Cn1nnc(-c2ccncc2)n1)Nc1ccc2c(c1)CCC2
  -17%	32%[activator]	26%	0.5%	-19%	i	-3%	-2%	5%	-2.5%	0%
- Cc1cc(C)nc(N2CCCC(C(=O)NCCc3cccc(F)c3)C2)n1 (stereo unspecified)
  ?	4%	0%	-0.3%	-4%	1.5e-07M*	2%	0%	17%	-0.5%	-9%
- OC(CNc1nc2ccccc2s1)c1ccccc1 (stereo unspecified)
  15%	25µM*	0%	-1.7%	9%	i	-1%	-12%	-9%	-0.6%	2%
- CC(C)(C)NC(=O)CN(Cc1cccnc1)C(=O)c1csnn1
  ?	3%	-7%	-2.9%	-3%	i	3%	4%	4%	-2.3%	-5%
- COCC(=O)/C=C1\Sc2ccccc2N1C
  8%	-4%	-1%	1.0%	-6%	?	2%	-1%	-3%	-1.1%	1%
- O=C(CSc1nnc(COc2ccccc2)n1-c1ccccc1)c1cccs1
  -2%	16%	4%	-0.6%	55%	.	-5%	0%	30%	-0.5%	-2%
- c1ccc2c(c1)OCC(c1nnc3n1-c1ccccc1SC3)O2 (stereo unspecified)
  -1%	-3%	5%	1.5%	5%	i	1%	2%	17%	0.3%	-1%
- O=C(N1CCOCC1)N1CCOCC1
  2%	2%	1%	0.6%	2%	i	3%	0%	5%	-1.2%	1%
- CC(C)CSc1nnc2[nH]c(=O)cc(N)n12
  -1%	7%	-4%	-1.7%	7%	i	0%	2%	0%	-1.3%	2%
- Cn1c(=O)c2c(nc(NCCc3ccccc3)n2Cc2ccccc2)n(C)c1=O
  ?	?	31%[activator]	0.3%	23%	i	-4%	1%	6%	-2.0%	-1%
- Cc1cc(NS(=O)(=O)c2ccccc2)c(C)c(Cl)c1O
  3%	-22%	-7%	-0.5%	20%	.	0%	-5%	17%	0.7%	1%
- CC(NC(=O)Cc1cccs1)C(c1cccs1)N1CCN(c2ccccc2F)CC1 (stereo unspecified)
  -2%	-18%	42%[activator]	0.3%	-1%	i	-5%	1%	23%	13%	-5%
- CCCC(=O)Nc1cc(C)c(NC(=O)c2ccccn2)cn1
  -5%	10%	2%	-0.3%	3%	?	-1%	-2%	10%	0.4%	-1%
- O=C1CC(=O)N(CCc2ccccc2)C(=O)N1CCc1ccccc1
  -22%	-14%	41%[activator]	0.4%	-12%	i	0%	4%	-1%	2.3%	-3%
- CC(C)(C)n1nnnc1CN1CCC(NC(=O)NC2CCCCC2)CC1
  ?	7%	-1%	-0.8%	-3%	i	3%	1%	17%	-2.8%	0%
- CCc1nn(CCCC(=O)N2CCc3ccccc3C2)c(=O)c2cc3occc3n12
  .	.	.	1.1%	.	.	-4%	.	26%	0.0%	-3%
- C=C[C@]1(C)C[C@H](OC(=O)CO)[C@]2(C)C3C(=O)CC[C@]3(CC[C@H]2C)[C@H](C)[C@H]1O (stereo partly specified)
  13%[7.6 µM]	23%[11.5 µM]	.	0.6%[15.4 µM]	-9%[11.4 µM]	i	5%[11.5 µM]	1%[11.4 µM]	3%[11.4 µM]	1.0%[15.4 µM]	-2%[11.5 µM]
- Cc1ccc(SC(C)C(=O)Nc2ncn[nH]2)cc1 (stereo unspecified)
  3%	-18%	3%	0.7%	9%	i	-2%	1%	0%	-3.0%	1%
- C[C@H](NCCC(c1ccccc1)c1ccccc1)c1ccccc1
  ?	-5%[25.7 µM]	-4%[17.1 µM]	-1.1%[34.4 µM]	21%[25.6 µM]	i	-2%[25.7 µM]	2%[25.5 µM]	32%[25.6 µM]	-3.5%[34.4 µM]	1%[25.7 µM]
- CC1CC(C)CN(c2ncc3c(n2)CC(c2ccc(Cl)cc2)CC3=O)C1 (stereo unspecified)
  -9%	-4%	-1%	-0.1%	3%	?	-3%	-1%	?	1.7%	0%
- CC(=O)N(C)c1ccc(NC(=O)c2ccccc2C(=O)O)cc1
  -4%	-1%	-5%	-1.9%	4%	i	-3%	-1%	-5%	2.9%	-2%
- O=C(CSc1nnc(COc2ccccc2)n1Cc1ccco1)NCc1ccco1
  ?	-16%	22%	0.2%	-1%	i	-2%	-27%	?	-1.2%	-4%
- CCOC(=O)N1CCN(c2c(Nc3cc(C)[nH]n3)c(=O)c2=O)CC1
  0%	-2%	.	0.9%	1%	.	-3%	2%	3%	-1.5%	1%
- CCOC(=O)c1cccc(NC(=O)Cn2cnc3c2c(=O)n(C)c(=O)n3C)c1
  ?	-20%	11%[7.66 µM]	0.8%	12%[11.4 µM]	.	-2%	2%	11%[11.4 µM]	0.6%	1%
- Cc1cc(C)n(-c2ccc(C(=O)OCC(=O)NCc3ccco3)cc2)n1
  ?	8%	6%	-1.4%	8%	i	1%	0%	11%	0.3%	-3%
- c1cncc(-c2nnc(-c3ccco3)o2)c1
  6%	-10%	-7%	0.3%	-6%	i	0%	-3%	4%	-1.3%	-3%
- Nc1ncn([C@@H]2O[C@@H](CO)[C@@H](O)[C@H]2O)c(=O)n1
  -2%	.	.	.	-9%	i	.	0%	-3%	.	.
- CC(C)CC(NS(=O)(=O)c1ccc2c(c1)oc(=O)n2C)C(=O)NCc1cccnc1 (stereo unspecified)
  -7%	-11%	.	0.5%	-1%	.	2%	3%	0%	-1.6%	-3%
- COc1cccc(C2C(C(=O)c3cc4ccccc4o3)=C(O)C(=O)N2c2cc(C)on2)c1OC (stereo unspecified)
  ?	?	40%[activator]	1.1%	-10%	i	-8%	1%	7%	-1.3%	-5%
- CCOc1ccc(OCC)c(NC(=O)CN(C)S(=O)(=O)c2cccc3nsnc23)c1
  0%	21%	8%	-3.0%	?	i	1%	-1%	0%	0.0%	0%
- COC(=O)CC1=C(C)C(=O)CC2C(C)(C)CCCC12C (stereo unspecified)
  ?	26%	2%[7.66 µM]	-2.2%	-10%[11.4 µM]	.	3%	2%	?	-1.8%	1%
- O=C(O)CC1=C(O)C(=O)N(c2ccccc2)C1c1ccccc1 (stereo unspecified)
  .	.	.	1.3%	.	.	-6%	.	9%	-0.1%	0%

Reprinted at random: two entries already listed
Order of values – CRE-bla Fsk	ERK AVP inh	USP2a inhib	BRCT PPI red	Tau filament bind	A350 fluor	Casp1 inh	FLuc inh	HEK293 cAMP cs	BRCT PPI green	Casp7 inh
- CCOC(=O)c1cccc(NC(=O)Cn2cnc3c2c(=O)n(C)c(=O)n3C)c1
  ?	-20%	11%[7.66 µM]	0.8%	12%[11.4 µM]	.	-2%	2%	11%[11.4 µM]	0.6%	1%
- CCCC(=O)Nc1cc(C)c(NC(=O)c2ccccn2)cn1
  -5%	10%	2%	-0.3%	3%	?	-1%	-2%	10%	0.4%	-1%

Bioassay records from PubChem.
